Assay outcomes from PubChem BioAssay.
PPARg SRC1 recr – PPARgamma agonists recruiting SRC-1 coactivator, primary screen, biochemical; activation, % at 8 µM; actives 0.41% (n = 200,000); PPARgamma-SRC-1 coactivator recruitment biochemical assay; Peroxisome proliferator-activated receptor gamma (Homo sapiens), P37231; in the data active = activation above about 19%;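 also: 0% = DMSO and 100% = reference agonist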
Target sequence (P37231 whole entry, looked up): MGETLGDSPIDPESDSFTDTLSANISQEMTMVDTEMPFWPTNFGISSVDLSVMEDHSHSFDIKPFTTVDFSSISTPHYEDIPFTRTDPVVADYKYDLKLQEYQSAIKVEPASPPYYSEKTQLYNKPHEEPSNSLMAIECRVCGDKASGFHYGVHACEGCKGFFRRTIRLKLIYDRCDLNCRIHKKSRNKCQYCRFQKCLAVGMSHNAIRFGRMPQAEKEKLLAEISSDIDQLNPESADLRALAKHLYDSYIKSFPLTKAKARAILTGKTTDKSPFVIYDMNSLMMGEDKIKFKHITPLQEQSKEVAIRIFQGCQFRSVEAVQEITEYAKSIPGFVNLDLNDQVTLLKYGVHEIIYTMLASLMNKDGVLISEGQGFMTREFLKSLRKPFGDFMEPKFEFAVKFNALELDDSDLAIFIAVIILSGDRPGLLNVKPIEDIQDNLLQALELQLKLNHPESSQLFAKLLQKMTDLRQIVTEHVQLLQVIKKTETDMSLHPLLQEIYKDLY
PPARg SRC-2 ag – agonists of PPARg-SRC-2 recruitment, primary screen, biochemical, HTS | Peroxisome proliferator-activated receptor gamma (Homo sapiens), P37231 | PPARgamma LBD-SRC-2 recruitment | activation, % at 8 µM | actives 0.34% (n = 200,000) | AID 1032, 2008; in the data active = activation above about 22%;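 also: 0% = vehicle and 100% = reference agonist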
bIAP inhibitor – bovine intestinal alkaline phosphatase inhibitors, primary screen, selectivity assay for TNAP inhibitor project, biochemical, bovine IAP, CDP-star luminescence. alkaline phosphatase, intestinal [Bos taurus]. purified bovine IAP, 30 min. inhibition, % at 20 µM. 190,000 tested, under 10 active. AID 1019, 2008;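 active = over 50% inhibition of intestinal alkaline phosphatase at 20 µM in the single-dose screen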
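System: Purified bovine intestinal alkaline phosphatase (IAP) enzyme | Input: IAP diluted 1/65,000,000 in the well | Also added: CDP-star chemiluminescent phosphatase substrate, 30 µM final | Dosing: 20 µM single dose | Times: Enzyme reaction for 30 min at room temperature | Detection: Luminescence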
PPARg SRC3 recr – PPARgamma agonists recruiting SRC-3 coactivator, primary screen, biochemical. Peroxisome proliferator-activated receptor gamma (Homo sapiens), P37231. biochemical PPARgamma/SRC-3 coactivator recruitment assay. activation, % at 8 µM. actives 0.26% (n = 200,000). AID 731, 2007; in the data active = activation above about 23%;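 also: 0% = DMSO and 100% = reference agonist; some compounds past the cut are filed as inactive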
Redox H2O2 prof – compounds producing H2O2 with reducing agent – biochemical, NIH compound library profiling, artefact control for MLSCN library redox annotation, primary screen. DTT-dependent redox cycling H2O2, phenol red/HRP absorbance; 100% = 100 µM peroxide control, 0% = buffer. activation, % at 10 µM. actives 0.03% (n = 200,000). AID 878, 2007;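 active = activation of at least 50% relative to the plate's high and low controls in the primary single-dose screen; inactive = activation below 50%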;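 also: compound incubated with DTT at 0.8 mM final as the reducing agent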
S1P3 antagonist – S1P3 receptor antagonists, primary screen, cell-based; Sphingosine 1-phosphate receptor 3 (Homo sapiens), Q99500; CHO S1P3 NFAT-BLA reporter, FRET fluorescence, antagonist mode; inhibition, % at 4.98 µM; actives 0.27% (n = 170,000); AID 485, 2006;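 active = inhibition above the plate cutoff, the mean inhibition of test wells on that plate plus 3 SD, cut at about 28% in these data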;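 also: cells challenged with S1P at its EC80 of 0.8 µM; blue over green emission ratio from cleaved BLA substrate after 4 h stimulation; 0% = S1P-stimulated wells and 100% = unstimulated DMSO-only wells; some compounds past the cut are filed as inactive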
Target sequence (Q99500 whole entry, looked up): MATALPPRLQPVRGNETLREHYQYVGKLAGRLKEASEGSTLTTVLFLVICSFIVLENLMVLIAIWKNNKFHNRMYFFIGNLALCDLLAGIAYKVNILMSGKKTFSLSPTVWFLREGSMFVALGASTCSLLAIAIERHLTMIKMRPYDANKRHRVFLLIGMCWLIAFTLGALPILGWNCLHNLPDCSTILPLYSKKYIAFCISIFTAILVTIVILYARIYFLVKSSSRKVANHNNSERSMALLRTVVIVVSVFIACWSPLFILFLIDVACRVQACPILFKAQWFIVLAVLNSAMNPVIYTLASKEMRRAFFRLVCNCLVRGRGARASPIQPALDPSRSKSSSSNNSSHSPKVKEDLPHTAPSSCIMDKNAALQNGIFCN
L major viab – Leishmania major promastigote growth inhibition, primary screen; Leishmania major promastigotes, resazurin fluorescence viability; inhibition, % at 10 µM; actives 9% (n = 200,000); in the data active = inhibition above about 50%;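 also: promastigotes grown with compound for 44 hours at 28 °C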
TLR4-MyD88 BLA – inhibitors of TLR4-MyD88 association in cells, primary screen, cell-based, HeLa CL3-4, BLA complementation, FRET ratio; Toll-like receptor 4 (Homo sapiens) + Myeloid differentiation primary response protein …; HeLa CL3-4 TLR4/MyD88 BLA complementation; inhibition, % at 8.4 µM; actives 0.18% (n = 200,000); AID 861, 2007; in the data active = inhibition above about 25%;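 also: 0% = vehicle and 100% = reference inhibitor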
TR-FRET SRC-2 ct – TR-FRET signal artefacts, primary screen, artefact control for PPARgamma SRC-2 agonist project, biochemical; TR-FRET artefact counter-screen; stronger effect = higher value; actives 0.4% (n = 200,000); TR-FRET ratio at 8 µM; in the data active = TR-FRET ratio above about 2000; also: inactives centre near 1500
bIAP act – bovine intestinal alkaline phosphatase activators, primary screen, biochemical, bovine IAP, CDP-star luminescence; alkaline phosphatase, intestinal [Bos taurus]; purified bovine IAP, 30 min; stronger effect = higher value; fold of DMSO-control signal, blank-subtracted; activation factor at 20 µM; actives 0.17% (n = 200,000);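 active = activation factor of 2 or more at 20 µM, a signal rise over negative controls twice the positive control's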
ROMK primary – ROMK potassium channel modulators, primary screen, cell-based, thallium flux, MLSMR library. ATP-sensitive inward rectifier potassium channel 1 (Homo sapiens), P48048. Tet-inducible ROMK, thallium flux fluorescence; actives lie on both sides. B-score at 10 µM. actives 2% (n = 130,000). AID 1918, 2009;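 active = signal ratio slope over the read window, or its plate-corrected B-score, at least 3 SD from the plate mean, either direction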;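 also: B-score of the F/F0 ratio slope over 7 to 12 s after thallium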
* hit, by the source's call; . = no result given.

SMILES	PPARg SRC1 recr	PPARg SRC-2 ag	bIAP inhibitor	PPARg SRC3 recr	Redox H2O2 prof	S1P3 antagonist	L major viab	TLR4-MyD88 BLA	TR-FRET SRC-2 ct	bIAP act	ROMK primary
COc1cc(NC(=O)CSc2ncnc3scc(-c4ccccc4)c23)c(C(=O)O)cc1OC	12	-3	-9	5	-0.1	-3	-12	-2	1564	1.1	0.55
Cc1cc(CSc2ccccc2)ccc1NC(=O)c1ccc(C)c([N+](=O)[O-])c1	-4	-11	0	-3	0.4	-13	0	4	1479	1	0.77
N/C(=N\OC(=O)CCC1CCCC1)c1ccccn1	-1	7	0	1	-0.2	2	-9	-4	1656	1	0.4
Cc1ccc(C(=O)n2nc(-c3ccco3)nc2N)cc1	-2	6	6	3	-4.2	.	-3	1	1525	0.9	.
Cc1oc(-c2ccccc2)cc1C(N)=O	10	-2	13	-8	1.8	18	-4	0	1470	0.9	.
O=C(c1cc2ccccc2oc1=O)N(c1ccc(Cl)cc1)C1C=CS(=O)(=O)C1 (stereo not drawn)	5	3	12	5	-0.4	-13	61*	-18	1679	0.9	-0.93
O=C(Nc1nccs1)c1ccc(-c2ccc(F)cc2)o1	1	4	-27	6	-0.3	7	1	-3	1529	1.3	0.6
Cc1n[nH]c(C)c1S(=O)(=O)NCCc1ccc(Cl)cc1	-3	-5	23	-1	0.1	.	-4	5	1400	0.8	-0.006
CCOC(=O)CSc1nc(N)c(C(=O)Nc2ccc(N(C)C)cc2)s1	22*	10	16	4	-2.4	.	3	-8	1889	0.8	1.8
O=C(Nc1nccs1)c1cccc(N2C(=O)C3C4C=CC(C4)C3C2=O)c1 (stereo not drawn)	-6	-5	48	-1	.	-8	51*	-5	1501	0.5	.
COc1ccc(N(CC(=O)NCc2cccc(OC)c2)S(=O)(=O)c2c(C)noc2C)cc1	3	6	-8	6	-0.4	13	43	2	1584	1.1	-0.57
Cc1cc(C)c(C(=O)COC(=O)[C@H](C)Nc2ccc(C(F)(F)F)cc2[N+](=O)[O-])c(C)c1	7	13	31	9	0.4	.	-2	-18	1581	0.7	0.49
CCCCc1[nH]c(=O)c(C#N)c2c1CSC(C)(C)C2	0	13	-6	5	-2.9	.	1	-8	1636	1.1	.
CCCCNc1ncnc2c1cnn2-c1ccc(Cl)cc1	12	-2	16	6	-1.8	17	1	3	1691	0.8	.
CC(C)(C)NS(=O)(=O)c1ccc(CCC(=O)Nc2ccc3c(c2)OCCO3)cc1	-5	-3	14	0	0.2	6	7	1	1563	0.9	.
COC(=O)C(C)Sc1nc2c(c(=O)n1-c1ccccc1)SCC2 (stereo not drawn)	8	5	-1	1	-2.4	.	-4	-3	1397	1	.
O=C(N/N=C/c1ccc([N+](=O)[O-])o1)c1cn(-c2ccccc2)nc1-c1ccc(F)cc1	7	11	-11	3	-1.0	-17	63*	-13	1568	1.1	1.1
O=C(Nc1ccc2nc(-c3cccs3)c(-c3cccs3)nc2c1)N1CCOCC1	-3	-2	-1	-4	-0.4	23	14	1	1451	1	.
CCC(=O)Nc1ccc(N2CCN(Cc3ccccc3)CC2)cc1	1	5	0	-2	3.1	-7	-2	-13	1584	1	.
COc1ccc(-c2nn(-c3ccccc3)cc2C(=O)Nc2nc(CC(C)=O)ns2)cc1	6	5	-12	2	0.1	25	-1	-4	1611	1.1	.
COc1ccc(C(=O)Nc2nc(-c3ccc([N+](=O)[O-])cc3)c(-c3ccccc3)s2)cc1	1	-2	.	-6	2.5	.	68*	-16	1449	.	.
COc1cccc(CN(C)CC(=O)Nc2c(C)cccc2C(C)C)c1	-9	-4	-6	-1	-0.5	14	17	11	1422	1.1	-0.15
O=C(NNC(=S)Nc1ccc(Cl)cc1Cl)c1ccncc1	-1	8	1	7	0.1	14	-7	5	1508	1	.
CN(C)c1ccc(N/C=C/C(=O)c2ccco2)cc1	5	24*	26	15	-0.3	.	40	6	1727	0.7	-0.8
CC(C)COCC(O)CC(Cc1ccccc1)C(=O)NN (stereo not drawn)	-2	-2	8	1	0.0	-13	-4	13	1569	0.9	-0.0068
O=C(Cc1ccc(S(=O)(=O)N2CCOCC2)s1)Nc1ccccc1N1CCOCC1	0	5	0	0	-0.2	0	1	6	1537	1	-2.3
Cn1cc(C(=O)c2cccc(Cl)c2)cc1C#N	2	4	-5	0	-0.2	-17	2	2	1602	1.1	0.63
O=C(Nc1ccc(F)cc1F)c1cc2nc3c(c(C(F)(F)F)n2n1)CCCC3	7	-6	26	1	0.1	6	32	13	1585	0.7	.
O=C(CCCN1C(=O)S/C(=C\c2ccccc2)C1=O)NNC(=O)c1ccccc1O	-4	-2	-9	6	0.0	-2	-2	16	1400	1.1	-0.6
CCN1CCN(c2ncnc3c2cnn3-c2ccccc2)CC1	-6	3	-1	5	0.2	90*	-3	-3	1579	1	.
O=S(=O)(Nc1cc(S(=O)(=O)N2CCOCC2)ccc1N1CCOCC1)c1ccc2c(c1)OCCO2	11	1	-25	3	-2.5	-5	1	-11	1501	1.3	0.097
CC(c1ccccc1)N(CC(=O)NC1CCCCC1)S(=O)(=O)c1cccc(C(F)(F)F)c1 (stereo not drawn)	-5	-2	14	1	-0.2	-6	37	-4	1503	0.9	-1.4
CC(NS(=O)(=O)c1ccc(CCC(=O)NCc2ccco2)cc1)c1ccccc1 (stereo not drawn)	-4	-5	7	0	-0.6	-10	-3	-6	1605	0.9	-0.36
O=C(COC(=O)c1cc(S(=O)(=O)N2CCOCC2)ccc1Cl)Nc1ccc2c(c1)OCO2	3	5	13	-2	-0.2	0	-4	12	1486	0.9	.
CCn1cc(C2=NOC(C(=O)Nc3ccccc3C(=O)OC)C2)c(C)n1 (stereo not drawn)	-4	-5	3	-3	-0.9	6	17	-1	1564	1	.
O=C(CSc1nccc(=O)[nH]1)N1CCN(c2ccccc2)CC1	2	5	0	0	-1.1	-9	-6	4	1703	1	0.86
COc1cc([N+](=O)[O-])ccc1NC(=O)Nc1ccc2c(c1)OCCO2	1	-2	-4	0	-0.3	-8	19	0	1538	1	0.41
CCCc1nc2ccccc2c(C(=O)OCC(=O)c2ccc3c(c2)NC(=O)CO3)c1CC	1	4	3	10	0.2	.	-2	-11	1575	1	0.33
COc1ccc(OC)c2c1CC(C)(C)NC2=O	0	-2	11	4	-0.2	2	-7	8	1615	0.9	.
CCN(CC)c1ccc(C(=O)N/N=C/c2ccc(N3CCOCC3)cc2)cc1	5	16	-7	7	0.8	7	-6	-2	1715	1.1	0.2
Cc1ccccc1CSc1nnc(-c2ccccc2)c(=O)[nH]1	11	11	-16	1	-0.7	-18	-8	-12	1555	1.2	-1.6
O=C(COc1nsnc1N1CCOCC1)N1CCOCC1	6	-2	-5	3	1.1	26	-7	-11	1463	1	-0.42
COc1ccc(CCNC(=O)c2cc(-c3ccncc3)nc3c(Cl)cccc23)cc1OC	-2	6	-10	2	-0.9	-6	51*	14	1498	1.1	0.54
CCC(=O)Nc1nnc(SCC(=O)Nc2ccc(F)cc2)s1	-5	-6	14	-2	2.7	-25	9	-14	1480	0.9	.
CC(C)CNC(=O)CN(c1cccc(Cl)c1)S(C)(=O)=O	2	3	-3	0	-0.6	2	-4	1	1467	1	0.63
CCC(Sc1nc(C)cc(C)n1)C(=O)Nc1cc(C)on1 (stereo not drawn)	2	-4	-7	4	0.8	-18	-6	-7	1573	1.1	1.1
CCCCNC(=O)c1ccc2c(=O)n(CCCOCC)c(=S)[nH]c2c1	8	-2	-1	6	-3.6	.	1	1	1725	1	.
CCn1nc(C)c(CNC(=O)CCc2nnc(-c3ccc(C(C)=O)s3)o2)c1C	-7	2	-2	2	-0.1	-16	-6	-22	1593	1	.
Cc1cc(C(F)(F)F)nc(CCNCc2c(C(=O)N3CCCC3)nc3ccccn23)n1	-2	15	-12	0	0.4	-18	-5	8	1643	1.1	-0.39
N#CCc1nc2n(n1)Cc1ccccc1-2	-12	-2	5	-3	3.8	.	-4	-5	1418	1	.
O=C(Nc1nccs1)c1ccc(COc2ccc(F)cc2)o1	7	-3	8	4	-0.2	20	-5	2	1617	0.9	.
CCCCC(c1nnnn1CS(=O)(=O)c1ccc(C)cc1)N1CCN(C)CC1 (stereo not drawn)	13	6	-29	3	-0.6	-27	4	4	1646	1.3	-1.2

Some of these compounds in order of length of the SMILES, largest number first:
SMILES	PPARg SRC1 recr	PPARg SRC-2 ag	bIAP inhibitor	PPARg SRC3 recr	Redox H2O2 prof	S1P3 antagonist	L major viab	TLR4-MyD88 BLA	TR-FRET SRC-2 ct	bIAP act	ROMK primary
Cc1cc(C(F)(F)F)nc(CCNCc2c(C(=O)N3CCCC3)nc3ccccn23)n1	-2	15	-12	0	0.4	-18	-5	8	1643	1.1	-0.39
COc1ccc(CCNC(=O)c2cc(-c3ccncc3)nc3c(Cl)cccc23)cc1OC	-2	6	-10	2	-0.9	-6	51*	14	1498	1.1	0.54
CCn1nc(C)c(CNC(=O)CCc2nnc(-c3ccc(C(C)=O)s3)o2)c1C	-7	2	-2	2	-0.1	-16	-6	-22	1593	1	.
CCCCC(c1nnnn1CS(=O)(=O)c1ccc(C)cc1)N1CCN(C)CC1 (stereo not drawn)	13	6	-29	3	-0.6	-27	4	4	1646	1.3	-1.2
CCCCNC(=O)c1ccc2c(=O)n(CCCOCC)c(=S)[nH]c2c1	8	-2	-1	6	-3.6	.	1	1	1725	1	.
CC(C)CNC(=O)CN(c1cccc(Cl)c1)S(C)(=O)=O	2	3	-3	0	-0.6	2	-4	1	1467	1	0.63
CCC(Sc1nc(C)cc(C)n1)C(=O)Nc1cc(C)on1 (stereo not drawn)	2	-4	-7	4	0.8	-18	-6	-7	1573	1.1	1.1
O=C(Nc1nccs1)c1ccc(COc2ccc(F)cc2)o1	7	-3	8	4	-0.2	20	-5	2	1617	0.9	.
O=C(COc1nsnc1N1CCOCC1)N1CCOCC1	6	-2	-5	3	1.1	26	-7	-11	1463	1	-0.42
N#CCc1nc2n(n1)Cc1ccccc1-2	-12	-2	5	-3	3.8	.	-4	-5	1418	1	.
